# High-throughput results as filed in PubChem.
# JMJD2A Tudor: blocks the human JMJD2A Tudor domain | O75164 | AlphaScreen JMJD2A-Tudor / H3K4me3 peptide binding | Potency, µM (doses to about 114 µM), inactives show at the highest dose activity change, negative = inhibition, usual class: inhibitors | actives 4.4% (n = 390,000) | AID 504339; further: on the % scale 0 is the no-effect control and ±100 the full control effect; nearly all actives have a fitted effect of over 50% in size
# rTrxR1 inhibitor: inhibitors of rat thioredoxin reductase 1 | recombinant rTrxR1, NADPH fluorescence consumption, selenite substrate | Potency, µM (doses to about 114 µM), without a hit: top-dose activity change, negative = inhibition, actives largely listed as inhibitors | actives 1% (n = 390,000) | AID 588453; further: on the % scale 0 is the no-effect control and ±100 the full control effect; nearly all actives have a fitted effect of over 65% in size
#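 Rat TrxR1 (90 nM in the dispensed reagent) was pre-reduced with 400 uM NADPH for 5 min at room temperature, then incubated with compound for 15 min. After 400 uM selenite was added, NADPH fluorescence (Ex 340/Em 450 nm) was followed for 8 min.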
# RGS4 inhibitor: blocks human RGS4-accelerated GTP hydrolysis; P49798; Transcreener GDP fluorescence polarization, RGS4-accelerated GTP hydrolysis; Potency, µM (highest dose often 114 µM), inactives show at the highest dose activity change, negative = inhibition, actives largely listed as inhibitors; actives 0.039% (n = 390,000); further: on the % scale 0 is the no-effect control and ±100 the full control effect; nearly all actives have a fitted effect of over 75% in size; some results filed as inactive show a strong effect at the top dose
#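 MLSMR compounds (23 nl, pin-transferred) preincubated 10 min at room temperature with a 500nM (2x) first reagent, then RGS4 at 900nM (2x) plus Transcreener GDP mix added; fluorescence polarization (620/688 nm) read before and after 90 min at 30 °C.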
# Tb PGK inh: inhibitors of T. brucei phosphoglycerate kinase. P07378. PGK/GAPDH coupled, Kinase-Glo luminescence, 60 min. Potency, µM (highest dose often 57.5 µM), without a hit: top-dose activity change, negative = inhibition, actives largely listed as inhibitors. actives 0.043% (n = 380,000). AID 602233; further: on the % scale 0 is the no-effect control and ±100 the full control effect; nearly all actives have a fitted effect of over 60% in size
# Target sequence (P07378 whole entry, looked up): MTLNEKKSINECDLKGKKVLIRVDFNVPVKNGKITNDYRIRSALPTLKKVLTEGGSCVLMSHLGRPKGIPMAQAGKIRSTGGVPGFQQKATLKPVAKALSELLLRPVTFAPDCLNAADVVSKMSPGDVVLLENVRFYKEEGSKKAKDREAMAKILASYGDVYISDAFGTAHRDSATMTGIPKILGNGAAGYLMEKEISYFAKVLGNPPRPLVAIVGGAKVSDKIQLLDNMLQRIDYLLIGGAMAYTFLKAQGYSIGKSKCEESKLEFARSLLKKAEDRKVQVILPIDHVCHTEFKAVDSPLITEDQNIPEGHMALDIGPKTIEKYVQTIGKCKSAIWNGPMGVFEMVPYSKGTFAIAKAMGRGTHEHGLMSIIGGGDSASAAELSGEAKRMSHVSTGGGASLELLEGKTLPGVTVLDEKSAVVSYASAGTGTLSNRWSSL
#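 Recombinant glycosomal PGK reaction used 1,3-bisphosphoglycerate generated in-well by GAPDH (100nM final) in 100mM TEA pH 7.6, 5mM MgCl2, 0.01% Tween-20. After 60 minutes at room temperature, ATP was read by Kinase-Glo Plus luminescence end-point.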
# 12-LOX inh: blocks human arachidonate 12S-lipoxygenase. purified 12hLO, xylenol orange hydroperoxide absorbance. actives 1.1% (n = 580,000). Potency, µM (titrated, usually from 108 µM), inactives show at the top dose activity change, negative = inhibition, most hits filed as inhibitors. P18054; further: on the % scale 0 is the no-effect control and ±100 the full control effect
#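 Hydroperoxide product was detected by ferrous iron/xylenol orange as the 573 to 405 nm absorbance ratio. Arachidonic acid at 40 uM (final) was turned over for 30 min at room temperature by 150 nM human 12hLO, pH 7.0 Hepes buffer, after 15 min compound preincubation.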
# ERG Ets-DNA blk: inhibitors of human ERG Ets domain-DNA interaction. Potency, µM (top dose mostly 76.9 µM), for inactives: at the top dose FP activity, negative = inhibition, hits mostly inhibitors. actives 0.028% (n = 370,000). fluorescence polarization, His-ERG Ets domain / labelled DNA. AID 624246. P11308; active means well fitted inhibition curve with a large enough effect in the polarisation, with a control signal flat; inconclusive means small, poorly fitted or top-dose-only effect, or effect the other way, or a change in a side signal; inactive means no such curve, though single readings can be large or run the other way; the % refers to the polarisation;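 further: polarization taken with two DNA probes labelled with fluorescein and Texas red; % of control where 0% means no effect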
# Target sequence (P11308 whole entry, looked up, the tested form may be a part): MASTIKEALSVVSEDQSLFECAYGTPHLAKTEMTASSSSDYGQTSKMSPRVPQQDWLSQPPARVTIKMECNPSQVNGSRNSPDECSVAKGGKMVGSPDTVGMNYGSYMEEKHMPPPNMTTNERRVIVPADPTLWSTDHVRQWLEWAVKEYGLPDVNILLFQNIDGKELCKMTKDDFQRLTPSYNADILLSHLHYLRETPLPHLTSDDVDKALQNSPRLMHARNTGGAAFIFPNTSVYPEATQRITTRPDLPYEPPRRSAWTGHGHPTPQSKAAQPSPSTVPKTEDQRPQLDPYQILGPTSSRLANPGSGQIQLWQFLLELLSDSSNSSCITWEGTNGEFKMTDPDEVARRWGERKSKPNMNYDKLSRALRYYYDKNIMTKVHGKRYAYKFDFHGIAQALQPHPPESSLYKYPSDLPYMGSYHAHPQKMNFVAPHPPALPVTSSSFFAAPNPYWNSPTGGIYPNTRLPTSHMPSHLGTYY
#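 His-tagged ERG Ets domain (1 uM in the protein solution; 300mM KCl, 50mM Tris-HCl, 1mM EDTA, 1mM DTT, pH 7.5) received compound, then a probe mix of 5 nM fluorescein-DNA and 100nM Texas-615-DNA. Fluorescence polarization was read for both dyes.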
# Pin1 inh: human Pin1 inhibition; actives 0.009% (n = 390,000); Q13526; Potency, µM (series often up to 115 µM), for the others: at the highest dose activity, negative = inhibition, usual class: inhibitors; Pin1 FP peptide displacement, HiFluor488, 10 min; active means well fitted inhibition curve with a large enough effect in the polarisation, with a control signal flat, not every such curve was filed as active; inconclusive means small, poorly fitted or top-dose-only effect, or effect the other way, or a change in a side signal; inactive means no such curve, though single readings can be large or run the other way; the % refers to the polarisation; further: on the % scale 0 is the no-effect control and ±100 the full control effect
# GLS inhibitor: blocks human kidney-isoform glutaminase activity | Potency, µM (titrated, usually from 45.5 µM), for the others: at the highest dose activity change, negative = inhibition, hits mostly inhibitors | GLS enzymatic activity, qHTS titration | O94925 | actives 0.21% (n = 410,000); further: on the % scale 0 is the no-effect control and ±100 the full control effect
#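 Two-point fluorescence kinetic (t0, 30 min RT) for hKGA; glutamate detected via glutamate oxidase–HRP–Amplex Red. Substrate: 1 mM L-glutamine solution; buffer 45 mM KH2PO4, pH 8.2.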
# HP1b binding inh: HP1-beta chromodomain-methylated histone interaction inhibition. AlphaScreen HP1-beta / biotin-H3K9me3 peptide binding. Potency, µM (titrated, usually from 114 µM), without a hit: at the highest dose activity change, negative = inhibition, most hits filed as inhibitors. actives 0.56% (n = 390,000). AID 540317; further: nearly all actives have a fitted effect of over 70% in size; inactives centre near 23
#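 AlphaScreen: HP1-beta (50 nM) preformed 30 min with biotin-H3(1-18)K9me3 peptide (50 nM) in PBS pH 7.4, 0.01% Tween-20. Compound added for 30 min at RT, then streptavidin donor/nickel chelate acceptor beads (10 ug/mL) for 30 min.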
# Numbers without * were called inactive; i = inactive; u = inconclusive; x = no result given; & = joins results of further samples; [ ] = another dose, or the depositor's remark. Unless noted, the call rests on the fitted dose curve; in most records, active means well fitted curve in the direction sought with a large enough effect; inconclusive means small, poorly fitted or top-dose-only effect, or another doubt; inactive means no such curve, though single readings can be large; an effect the other way counts as inactive or inconclusive. Potency means the concentration at half of the fitted maximal effect. This is a subset; the hit share may differ from the screen's.
SMILES,JMJD2A Tudor,rTrxR1 inhibitor,RGS4 inhibitor,Tb PGK inh,12-LOX inh,ERG Ets-DNA blk,Pin1 inh,GLS inhibitor,HP1b binding inh
CC(=O)N1CCCc2cc(S(=O)(=O)N3CCC(C(=O)NCc4ccccc4)CC3)ccc21,-4.8%,17.9%[57.1 µM],-1.2%,i,-11.5%,5.9%,-0.3%,-9.0%,20.6%[57 µM]
Cc1nc2cc(Cl)ccc2n1-c1ccccc1,-12.1%,-16.4%,-7.6%,i,0.0%,1.6%,-2.0%,-0.1%,18.7%
C[C@H](CO)N1C[C@H](C)[C@@H](CN(C)S(=O)(=O)c2cccs2)Oc2c(NS(=O)(=O)c3cn(C)cn3)cccc2C1=O,-16.3%,-4.5%,3.6%,0.4%,0.8%,1.7%,-0.3%,4.0%,26.0%
CN1C(=O)CSc2ccc(NC(=O)NCc3ccco3)cc21,-28.5%,-4.8%,-1.9%,-12.5%,-4.0%,x,8.5%,6.8%,0.9%
Cc1cccc(C(=O)NCC(=O)OCC(=O)N2CCc3ccccc32)c1,-0.3%,-17.5%[57.1 µM],10.1%,-4.3%,14.3%,12.0%,3.6%,-5.6%,22.6%
Cc1sc2nc(C(C)C)nc(SCC(=O)N3CCN(C(=O)c4ccco4)CC3)c2c1C,-15.7%,15.8µM*,-22.2%,-2.1%,-3.4%,-1.8%,55.6%[activator],-1.6%,3.1%
CSc1nc(N)nc(SCC(=O)C(C)(C)C)c1C#N,-1.2%,-9.5%,-15.1%,i,0.0%,-7.1%,-6.0%,-14.1%,32.9%
Clc1ccc(CN2CCN(c3ncccn3)CC2)cc1,12.6µM*,8.9%[57.1 µM],-11.1%,-3.7%,u,-1.0%,-12.3%,-10.4%,11.7%
COc1ccccc1/C=c1\sc2nc(-c3ccccc3OC)nn2c1=O,-13.2%,-9.4%,-4.4%,28.7%,-11.7%,1.6%,13.0%,1.4%,17.2%
CCn1c(C)c(C)c2cc(C(=O)NCCCN3CCOCC3)ccc21,u,-15.4%,10.4%,-1.3%,32.2%,1.5%,u,1.8%,6.3%
Cc1ccc(C)c(OCC(=O)Nc2c(C)n(C)n(-c3ccccc3)c2=O)c1,-14.8%,9.6%,16.1%,-10.1%,167.3%[activator],-6.3%,-2.4%,1.4%,23.6%
CCOC(=O)c1sc2nc(C)n(N)c(=O)c2c1C,-7.6%,8.4%[57.1 µM],-22.9%,-6.8%,2.6%,-5.4%,1.5%,-0.2%,15.9%
O=C(CN1CCCCC1)Nc1cccc(Cl)c1Cl,13.1%,-3.1%,10.3%,2.2%,-17.2%,-4.5%,-4.8%,0.5%,67.7%[activator]
O=C(COc1ccccc1O)NCCN1CCOCC1,-5.6%,9.1%,10.3%,6.8%,-1.5%,3.5%,7.5%,20.4%,0.6%
COc1ccc(/C=N/NC(=O)c2c(-c3ccccc3)noc2C)cc1,-13.9%,-10.8%,10.8%,-2.4%,-0.3%,15.2%,-2.6%,3.6%,13.7%
CCOC(=O)N1CCN(C(=O)c2oc3ccc(S(=O)(=O)N4CC(C)CC(C)C4)cc3c2C)CC1 (centres undefined),0.0%[57.1 µM],-6.3%,16.2%[56.9 µM],7.0%,0.5%,5.0%,-12.1%,9.1%,38.3%[activator]
O=C(CSc1nnc2ccccn12)NCc1cccs1,-4.8%,12.0%,-9.9%,i,-1.3%,-4.8%,3.3%,-6.6%,38.9%
COc1ccc(CC(NC(C)=O)C(=O)NC2CCN(C(=O)NCc3ccccc3)CC2)cc1 (centres undefined),-0.7%,21.4%,26.5%,-7.1%,10.6%,4.9%,3.7%,-2.0%,5.7%
Cc1ccc(C(CNS(=O)(=O)c2ccc(Br)cc2)N2CCN(C)CC2)cc1 (centres undefined),-20.7%,13.9%,5.3%,-5.6%,u,-0.2%,0.5%,6.2%,17.1%
Cc1cc(NC(=O)CCC(=O)N(c2ccc(C)c(F)c2)C(C(=O)NC2CCCC2)c2ccco2)no1 (centres undefined),-21.9%,-17.6%,7.6%,3.9%,u,0.5%,-11.3%,4.6%,-14.1%
Cc1cc(C)c2oc(C(=O)Nc3ccc(S(=O)(=O)N(C)c4ccccc4)cc3)cc(=O)c2c1,-9.0%,19.0%,4.8%,-7.7%,-19.4%,-0.3%,-1.0%,-0.7%,25.0%
O=C1CCNCCN1[C@H](CO)Cc1ccccc1,-24.3%,u,-6.6%,2.1%,2.6%,-4.9%,-2.0%,2.4%,-2.4%
CCOC(=O)CSc1nnc(Cc2cc(=O)[nH]c(=O)[nH]2)n1-c1ccc(Cl)cc1,u,7.1%[57.1 µM],u,-7.8%,x,-12.2%,u,1.0%,4.8%
CC(CN1CCCCC1)NC(=O)c1cccs1 (centres undefined),-6.6%,22.0%,20.7%,-4.9%,0.0%,u,-1.7%,-3.0%,4.0%
C=CCOc1ccc(/C=N/NC(=O)C(C)Sc2ccccn2)cc1OC (centres undefined),-18.9%,5.8%,8.4%[11.4 µM],-9.2%,4.6%,8.4%,-5.6%,-0.2%,46.8%[activator]

# (continued)
SMILES,JMJD2A Tudor,rTrxR1 inhibitor,RGS4 inhibitor,Tb PGK inh,12-LOX inh,ERG Ets-DNA blk,Pin1 inh,GLS inhibitor,HP1b binding inh
Cc1ccccc1CNC(=O)c1cc2cc(S(=O)(=O)N3CCCCC3)ccc2n1C,-27.3%,28.4%[57.1 µM],26.2%,-0.4%,-35.2%,0.0%,11.2%,8.4%,13.7%[57 µM]
COc1ccc(CNC(=O)c2cccc(NC(=O)N3CCSc4ncccc43)c2)cc1,-9.0%,4.1%,21.4%,5.9%,u,-1.3%,3.7%,5.3%,15.6%
CCc1ccccc1NC(=O)Nn1cnnc1,-16.6%,22.6%,-0.4%,-2.2%,-5.2%,-2.6%,-2.4%,u,36.6%
CCc1nn(CC(=O)NCc2ccco2)c(=O)c2cc3cc(F)ccc3n12,-1.8%,8.2%,-28.7%,-8.3%,-29.2%,1.0%,8.6%,-9.1%,45.6%[activator]
Cc1ccc(-n2ncc3c(=O)[nH]c(SC(C)C)nc32)cc1,-15.2%,11.2%,-6.4%,i,-13.5%,23.4%,0.1%,5.9%,50.2%[activator]
CSC(C1CCCC1)n1nnc2ccccc21 (centres undefined),24.8%,14.4%,-0.4%,-10.0%,5.3%,-18.2%,2.4%,0.2%,68.8%[activator]
COc1ccc(C=O)cc1CSc1nnc(COc2cccc3cccnc23)o1,11.1%,-3.6%[57.1 µM],-2.9%,-4.1%,66.8%[activator],8.7%,13.5%,1.2%,28.8%
Cc1ccc(C(=O)Nc2nc(-c3cc(Cl)sc3Cl)cs2)cc1,u,-6.9%,u,-6.3%,-24.8%,-5.2%,15.2%,0.1%,19.2%
CCn1c(COc2ccc3c(c2)CCCC3)nnc1SCC(=O)Nc1nccs1,-9.3%,u,-5.0%,-4.7%,3.5%,6.0%,1.4%,3.5%,7.4%
CCn1c(SCC(=O)Nc2cccc(C)c2)nc2nc3c(cc2c1=O)COC(C)(C)C3,-28.1%,13.9%[57.1 µM],-36.8%,-0.8%,53.4%[activator],0.4%,-3.6%,-10.8%,14.8%
COc1cc2c(cc1OC)CN(C(=O)c1ccc3[nH]c(C)c(C)c3c1)CC2,u,-9.1%,-24.8%,8.0%,-24.8%,2.6%,-0.7%,13.8%,-27.4%
Cc1nn(C)cc1CN(C)C(=O)c1nn2c(c1Cl)NC(c1cccs1)CC2C(F)(F)F (centres undefined),-2.2%,2.8%,17.7%,-8.8%,1.8%,x,-1.3%,-6.3%,5.8%
O=C(O)c1ccc(-c2cccc([N+](=O)[O-])c2)o1,-5.9%[11.4 µM],u,-10.5%[11.4 µM],-4.9%,-11.3%,-3.6%,x,-12.5%,24.0%
Cc1cc(=O)oc2cc(OCC(=O)N3CCN(C(=O)C4COc5ccccc5O4)CC3)ccc12 (centres undefined),-16.4%,0.9%[57.1 µM],-34.7%[56.9 µM],-1.6%,1.8%&2.0%,-2.8%,-3.7%,7.1%,49.6%[activator]
